Source: PubChem BioAssay
HIV fusion peptide = inhibitors of HIV fusion peptide binding, primary screen, biochemical, uHTS, fluorescence dequenching (AID 1986); cell-free peptide binding, fluorescence dequenching, 30 min; higher % means a stronger effect; inhibition, % at 20 µM; hits with a dose series show IC50 in µM; actives 0.3% (n = 290,000); in the data active means inhibition mostly above about 52%, no sharp cut-off; inactive means mostly below about 76%; further: some results filed as inactive read as strong as hits
NOD2 inhibition = NOD2 signaling inhibitors, cell-based, luminescence, uHTS, HEK293 (AID 1566); one-dose inhibition, % at 4 µM; EC50 in µM for titrated hits; HEK293 NOD2/NF-kB luciferase reporter, luminescence; higher % means a stronger effect; actives 0.63% (n = 290,000); further: many of its hits are not listed in these tables
Yfh1-off respiration = enhancers of respiration in Yfh1-depleted yeast, dose response, Friedreich's ataxia, plus single-dose screen (AID 1465); fold induction at 50 µM, or EC50 in µM where a hit was titrated; S. cerevisiae Yfh1-off respiration, WST-1 reduction, 72 h; higher fold induction means a stronger effect; actives 0.074% (n = 220,000);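 active means fold induction of absorbance versus untreated yeast above a set limit, then at least 30% activation at any dose in follow-up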;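 further: activators that raise dye reduction in frataxin-depleted yeast; strong numbers were not always called active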
NS5 inhibitors = flavivirus cap methylation enzyme inhibition – biochemical, confirmation dose response, primary screen (AID 588689); actives 0.3% (n = 340,000); Dengue-2 NS5 methyltransferase capping enzyme assay, biochemical; higher % means a stronger effect; inhibition, % at 25 µM; hits with a dose series show IC50 in µM; in the data active means a potency from the dose series
NOD1 inhibition = NOD1 signaling inhibitors, primary screen, cell-based, luminescence, uHTS (AID 1578). actives 1% (n = 290,000). inhibition, % at 4 µM; hits with a dose series show EC50 in µM. NOD1-driven NF-kB luciferase reporter cells, luminescence; higher % means a stronger effect; in the data active means inhibition mostly above about 36%, no sharp cut-off; inactive means mostly below about 34%;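 further: HEK-293T reporter cells stimulated with the NOD1 agonist gamma-tri-DAP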
West Nile antiviral = West Nile virus antiviral activity, cell-based, CPE readout (AID 1621); West Nile virus-infected cells, CPE inhibition; higher % means a stronger effect; CPE inhibition, % at 10 µM; hits with a dose series show IC50 in µM; actives 0.02% (n = 290,000); in the data active means a potency from the dose series; further: strong numbers were not always called active
KOR beta-arrestin-1 = kappa opioid receptor blockers – cell-based, luminescence, uHTS (AID 1778); KOR beta-arrestin recruitment, luminescence, antagonist mode; higher % means a stronger effect; inhibition, % at 10 µM, or IC50 in µM where a hit was titrated; actives 0.091% (n = 290,000); further: strong numbers were not always called active
AID2073 = disruptors of CaV2.2 binding to Mint1 – biochemical, HTRF (AID 2073). actives 0.19% (n = 290,000). one-dose inhibition, % at 20 µM; IC50 in µM for titrated hits. HTRF protein-protein interaction, Mint1-CaV2.2; higher % means a stronger effect; in the data active means inhibition mostly above about 51%, no sharp cut-off; further: some results filed as inactive read as strong as hits
KOR beta-arrestin-2 = KOR agonists, beta-arrestin recruitment, primary screen, cell-based, luminescence, uHTS (AID 1777); KOR beta-arrestin recruitment, luminescence; higher % means a stronger effect; actives 0.02% (n = 280,000); one-dose activation, % at 10 µM; EC50 in µM for titrated hits; in the data active means activation above about 50%, passing the limit was not always enough; further: a part of the inactive calls stands beside numbers as strong as those of hits
The depositor's hits bear a star; i = inactive; . = not tested or not shown; [ ] = dose if it differs, or a comment. Unless noted, no stated cut-off is given here; in the data, active means inhibition above about 50%; inactive means the rest. These rows are one share of the data. The share of hits here may be higher or lower than overall.

SMILES	KOR beta-arrestin-2	NOD1 inhibition	NOD2 inhibition	AID2073	West Nile antiviral	KOR beta-arrestin-1	HIV fusion peptide	Yfh1-off respiration	NS5 inhibitors
Cc1ccc(-c2nc(C3CCCN(S(=O)(=O)c4ccc(C)cc4)C3)no2)cc1 (configuration not stated)	1.7%	6%	7%	4%	-0.1%	6%	1.3%	i	-1%
O=C(CSc1nc2cccnc2n1Cc1ccccc1)NCc1ccco1	-0.5%	9%	-10%	3%	0.4%	-29%	0.0%	i	-9%
COc1cccc(/C=N/NC(=O)CN(CCc2ccccc2)S(=O)(=O)c2ccc(NC(C)=O)cc2)c1	21%	12%	3%	1%	-0.3%	40%	0.8%	i	-3%
CC(c1ccco1)N(C(=O)c1ccc(S(=O)(=O)N2CCCCC2)cc1)c1ccccn1 (configuration not stated)	-0.1%	4%	10%	-1%	0.2%	-25%	-1.8%	i	-5%
CCCCC(=O)NC(=S)Nc1nnn(CCC)n1	-5.8%	-21%	6%	-2%	-0.2%	17%	-1.7%	i	4%
COCCNC(=O)C1CC(c2cccc(F)c2)=NO1 (configuration not stated)	8.2%	-8%	9%	11%	0.7%	12%	-1.1%	i	3%
COCCn1c(SCC(=O)N2CCCC2)nnc1-c1ccco1	-1.9%	-37%	-30%	-1%	0.1%	11%	1.1%	.	2%
COc1cccc(-c2nn(C)c3sc(C(=O)NCc4ccc(C)cc4)cc23)c1	2.5%	-39%	14%	16%	0.1%	-21%	0.6%	i	-3%
Cc1ccc(CNS(=O)(=O)c2ccc3c(c2)N(C)CCO3)cc1	-1.2%	0%	20%	8%	-0.4%	-44%	1.1%	.	1%
COC(=O)Cn1cc(C(=O)OC)c2ccccc21	-6.3%	-23%	4%	5%	0.0%	16%	-0.4%	i	-2%
COC(=O)CS(=O)(=O)c1ccc2c(c1)CC(=O)N2	-4.5%	-5%	16%	-7%	0.1%	18%	-1.1%	i	-6%
CSCC[C@H](NC(=O)C1CCN(S(=O)(=O)c2ccc(C)cc2)CC1)C(=O)NCc1ccco1	24%	-12%	3%	-2%	-0.8%	-11%	-1.1%	i	-11%
CC(C)CC(=O)Nc1nc2c(c(=O)[nH]1)CCCC2	-0.5%	-6%	-5%	-2%	0.5%	8%	0.1%	i	-3%
COCCCn1c(=O)c2sccc2n(Cc2cccc(C)c2)c1=O	5.1%	.	.	8%	-1.0%	25%[20 µM]	-0.9%	.	.
CNc1nc(C)c(C(C)=O)cc1C#N	5.8%	32%	-6%	-5%	0.2%	0%	-0.3%	i	1%
CC(=O)c1ccc(NC(=S)NCc2ccco2)cc1	-4.7%	-27%	2%	-21%	0.3%	-50%[20 µM]	-0.6%	i	-2%
FC(F)(F)c1cccc(NC(=S)NCc2ccc(Cl)cc2)c1	2.8%	-11%	-7%	-1%	-2.0%	-31%	2.2%	i	-16%
Cc1ccc(C)c(NC(=S)N/N=C2/CCCCc3ccccc32)c1	-3.7%	4%	-3%	5%	-1.3%	21%	1.2%	i	-10%
O=C(C1=C(O)C(=O)N(CC2CCCO2)C1c1ccccc1F)c1ccco1 (configuration not stated)	1.2%	8%	2%	16%	0.2%	1%	2.3%	.	-5%
COc1ccc(/C=C2\N=C(c3c(-c4ccccc4)noc3C)OC2=O)cc1OC	2.4%	5%	3%	0%	.	10%	6.1%	.	-2%
Cc1ccc(/C=N/Nc2nc3ccccc3s2)o1	0.4%	-47%	-182%	-1%	-1.0%	11%	-3.3%	i	-1%
COc1ccc2oc(=Nc3ccc(C(=O)O)cc3)c(C(=O)NCc3ccco3)cc2c1	-3.2%	-49%	-1%	2%	1.0%	4%	27%	i	-5%
Cc1ccc(NCc2nnc(SCC(=O)NNC(=O)Cc3ccccc3)n2C)cc1	1.2%	1%	15%	2%	-0.2%	49%	-0.1%	i	5%
CC(C)(C)C1CCc2onc(C(=O)Nc3ccc4c(c3)OCO4)c2C1 (configuration not stated)	-0.7%	2%	30%	4%	2.5%	-46%	-0.9%	.	-4%
CC(=O)Nc1cc(S(=O)(=O)Nc2ccc(C)cc2)c(C)cc1C	0.1%	23%	13%	-3%	0.3%	0%	-2.5%	i	-4%
Cc1ccc(C(=O)NC(=S)NNS(=O)(=O)c2ccccc2)cc1	.	-28%	0%	2%	0.4%	-16%[20 µM]	5.0%	i	2%
O=C(CNC(=O)C(c1ccccc1)c1ccccc1)N/N=C/c1ccc(O)cc1O	1.6%	-1%	-2%	7%	-0.1%	4%	-2.0%	i	6%
COc1cc(OC)c(OC)cc1/C=N/NC(=S)NCCN1CCOCC1	-5.7%	-5%	-2%	-11%	-0.2%	13%	-1.4%	i	-12%
Cc1cc2cc(C(c3nnnn3Cc3ccccc3)N3CCc4ccccc43)c(=O)[nH]c2cc1C (configuration not stated)	-5.3%	15%	4%	17%	.	-4%	5.6%	.	14%
COc1ccc(/C=C2\SC(=S)N(CC(=O)OCC(=O)Nc3cc(Cl)cc(Cl)c3)C2=O)cc1	-4.4%	-6%	4%	-16%	-0.1%	22%	4.4%	i	-3%

Quoted at random: 2 entries already listed
SMILES	KOR beta-arrestin-2	NOD1 inhibition	NOD2 inhibition	AID2073	West Nile antiviral	KOR beta-arrestin-1	HIV fusion peptide	Yfh1-off respiration	NS5 inhibitors
COc1ccc(/C=C2\N=C(c3c(-c4ccccc4)noc3C)OC2=O)cc1OC	2.4%	5%	3%	0%	.	10%	6.1%	.	-2%
CC(c1ccco1)N(C(=O)c1ccc(S(=O)(=O)N2CCCCC2)cc1)c1ccccn1 (configuration not stated)	-0.1%	4%	10%	-1%	0.2%	-25%	-1.8%	i	-5%

Going on with the list.
SMILES	KOR beta-arrestin-2	NOD1 inhibition	NOD2 inhibition	AID2073	West Nile antiviral	KOR beta-arrestin-1	HIV fusion peptide	Yfh1-off respiration	NS5 inhibitors
O=C(C1CCN(S(=O)(=O)c2cccs2)CC1)N1CCCCC1	3.6%	-8%	15%	10%	-0.5%	-1%	-1.2%	.	-6%
CCOc1ccc(C(C(=O)NC(C)(C)C)N(CCOC)C(=O)CCC(=O)Nc2nccs2)cc1 (configuration not stated)	-1.9%	6%	-17%	12%	-1.0%	0%	-2.6%	.	7%
COc1ccc(N2C(=O)CC(Nc3ccc(N4CCOCC4)cc3)C2=O)c(OC)c1 (configuration not stated)	-2.3%	-9%	16%	-34%	0.7%	-1%	12%	i	7%
COCCNC(=O)CN(C(=O)Cn1nnc2ccccc21)c1ccccc1C	-5.0%	-8%	25%	4%	-0.5%	-6%[20 µM]	-0.7%	i	-10%
COc1ccc(N(C(C)C(=O)N/N=C/c2cc(Br)c(C)o2)S(C)(=O)=O)cc1 (configuration not stated)	-3.5%	-27%	4%	-3%	-0.1%	-62%[20 µM]	-2.5%	i	-8%
Cc1ccc(NC(=O)CC2C(=O)N(Cc3ccccc3)C(=S)N2NC(=O)c2cccc(F)c2)c(C)c1 (configuration not stated)	0.0%	-38%	-10%	-1%	-0.5%	2%	5.6%	i	-8%
c1cc(CNC2=NCCCCC2)ccn1	3.1%	-4%	8%	-3%	0.2%	18%	-1.3%	i	4%
Cc1ccc(S(=O)(=O)NC(=O)NC(C)(C)C)cc1	17%	9%	9%	12%	-0.4%	20%	1.1%	i	-2%
O=S(=O)(Nc1n[nH]c(C(F)(F)F)n1)c1ccccc1	2.1%	0%	-10%	-10%	2.8%	-4%	-0.8%	i	-9%
CCOC(=O)c1ccc(S(=O)(=O)N2CCN(CC3CC=CCC3)CC2)cc1 (configuration not stated)	10%	14%	-16%	-7%	-0.2%	-4%	-2.6%	i	-1%
CCOc1ccccc1NC(=O)N1CCC(NC(=O)c2cccc(C)c2)CC1	32%	-9%	-10%	-15%	-0.1%	3%	-2.3%	i	-14%
CCOC(=O)Cn1nc(C)c(NC(=O)COc2ccc([N+](=O)[O-])c(C)c2)c1C	-2.0%	-8%	12%	-2%	-0.1%	7%	2.2%	i	1%
O=C(Nc1ccc(N2CCOCC2)c(F)c1)c1cccs1	2.9%	-88%	-69%	-6%	-0.5%	-22%	1.5%	.	-2%
O=C(NC(=S)Nc1ccc(S(=O)(=O)N2CCCC2)cc1)C1CC1	-3.0%	-17%	8%	-10%	0.5%	-57%[20 µM]	-1.3%	i	-4%
Cc1ccccc1/C=C1\C(=O)Nc2ccc(F)cc21	-5.3%	1%	7%	14%	0.1%	-16%	0.6%	.	-2%

In the list so far, these have an aryl thioether with sulfur outside any ring.
SMILES	KOR beta-arrestin-2	NOD1 inhibition	NOD2 inhibition	AID2073	West Nile antiviral	KOR beta-arrestin-1	HIV fusion peptide	Yfh1-off respiration	NS5 inhibitors
O=C(CSc1nc2cccnc2n1Cc1ccccc1)NCc1ccco1	-0.5%	9%	-10%	3%	0.4%	-29%	0.0%	i	-9%
COCCn1c(SCC(=O)N2CCCC2)nnc1-c1ccco1	-1.9%	-37%	-30%	-1%	0.1%	11%	1.1%	.	2%
Cc1ccc(NCc2nnc(SCC(=O)NNC(=O)Cc3ccccc3)n2C)cc1	1.2%	1%	15%	2%	-0.2%	49%	-0.1%	i	5%

Next results follow:
SMILES	KOR beta-arrestin-2	NOD1 inhibition	NOD2 inhibition	AID2073	West Nile antiviral	KOR beta-arrestin-1	HIV fusion peptide	Yfh1-off respiration	NS5 inhibitors
CCc1nccn1S(=O)(=O)c1cc(OC)c(Cl)cc1OC	-1.6%	-4%	20%	1%	0.2%	-6%	2.4%	i	-3%
N#Cc1cc([N+](=O)[O-])ccc1NC(=O)COC(=O)CCC1CCCCC1	2.1%	-2%	-22%	-6%	-0.8%	-18%	-0.3%	i	.
Cc1cc(C)c2c(CC(=O)NN(C)C)coc2c1	0.6%	-23%	1%	-1%	0.0%	-67%[20 µM]	2.9%	i	-2%
C/C(=N/NC(=O)c1cc(-c2ccccc2)nc2c(Cl)cccc12)c1cccnc1	1.6%	-29%	17%	9%	-0.5%	-23%	-1.6%	.	0%
Cn1cnnc1SCC(=O)NN(c1ccccc1)c1ccccc1	-3.8%	-4%	16%	-10%	0.6%	21%	0.3%	i	-5%
O=C(NC1CCCCC1)NC1CCN(CC(=O)N2CCOCC2)CC1	1.3%	0%	10%	0%	-0.2%	20%	-1.5%	i	-4%
COc1ccc(C)cc1NC(=O)CCNS(=O)(=O)c1ccc2c(c1)CC(C)N2C(C)=O (configuration not stated)	-3.1%	-3%	-9%	7%	-0.5%	-7%	-1.3%	.	4%
COC(=O)c1c(NC(=O)c2ccccc2C(=O)O)sc2c1CCC2	-2.0%	-26%	4%	10%	-0.1%	-42%[20 µM]	3.3%	.	4%
Cc1cc(NCCCn2ccnc2)n2ncc(-c3ccccc3)c2n1	0.9%	41%	-28%	-3%	-0.2%	-19%	-0.1%	i	-2%
Cc1[nH]c2ccccc2c1C(=O)CSc1nc2cc(S(=O)(=O)N3CCCCC3)ccc2o1	-3.6%	46%	35%	7%	-0.7%	-21%	-4.7%	i	0%
Cc1ccc(NC(=O)NNC(=O)COc2ccc([N+](=O)[O-])cc2)cc1C	6.0%	-13%	-33%	-24%	-0.2%	0%	-0.2%	.	-3%
Cc1cc2cc(NC(=O)c3ccco3)ccc2[nH]1	-3.7%	6%	-45%	1%	0.9%	-31%	-2.2%	i	13%
Cc1ccc(NC(=O)C(C)NS(=O)(=O)c2ccc(F)cc2)cc1C (configuration not stated)	-0.3%	-25%	20%	3%	-0.7%	9%[20 µM]	1.2%	i	1%
O=C(Nc1c(-c2ccccc2)nc2ccccn12)c1ccccc1F	0.2%	9%	3%	5%	0.5%	6%	-1.1%	.	-1%
CCN(CCO)c1ncnc2onc(-c3ccc(F)cc3)c12	-2.6%	-4%	6%	-8%	0.2%	27%	-2.7%	.	0%
